BaF3 tox: parental Ba/F3 cell viability inhibition, counter-screen for JAK2V617F inhibitor project, murine pro-B, CellTiter-Glo luminescence. inhibition, % at 5.6 µM. CellTiter-Glo ATP luminescence. 1.1% of 220,000 active;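 active = inhibition above a per-campaign cutoff, the mean inhibition of all tested compounds plus 3 SD, cut at about 27% in these data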;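 also: 0% = DMSO wells and 100% = JAK Inhibitor I control wells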
PPC-1+TRAIL kill: compounds killing PPC-1 cancer cells with TRAIL present, primary screen, TRAIL potentiator project, ATPLite luminescence, uHTS. cell killing (% activity), % at 4 µM. PPC-1 cells + TRAIL, ATPLite viability luminescence. 0.41% of 220,000 active;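 active = cell killing above 50% in the first pass at 4 µM, then a duplicate retest at 5 µM averaging 50% or more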;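 also: plate controls were cells with TRAIL plus DMSO for no effect and medium-only wells lacking cells for full effect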
Furin inhibitor: human furin inhibitors, primary screen, biochemical, fluorescence intensity; purified furin, fluorogenic substrate cleavage; inhibition, % at 30 µM; P09958; AID 463115, 2010; 0.061% of 220,000 active; in the data active = inhibition above about 25%; also: inactives centre near -15
PGE2 EP2 inh: human EP2 receptor antagonists, primary screen, TR-FRET cAMP, C6 glioma cells; AID 1422, 2008; C6 glioma cells expressing human EP2; cells stimulated with saturating PGE2; Prostaglandin E2 receptor EP2 subtype (Homo sapiens), P43116; inhibition, % at 25 µM; 0.52% of 260,000 active;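 active = percent inhibition above 40 after rounding to a whole number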;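 also: rat C6 glioma host cells with rolipram phosphodiesterase inhibitor present; the protocol text gives 20 µM as final concentration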
Target sequence (P43116 whole entry, looked up): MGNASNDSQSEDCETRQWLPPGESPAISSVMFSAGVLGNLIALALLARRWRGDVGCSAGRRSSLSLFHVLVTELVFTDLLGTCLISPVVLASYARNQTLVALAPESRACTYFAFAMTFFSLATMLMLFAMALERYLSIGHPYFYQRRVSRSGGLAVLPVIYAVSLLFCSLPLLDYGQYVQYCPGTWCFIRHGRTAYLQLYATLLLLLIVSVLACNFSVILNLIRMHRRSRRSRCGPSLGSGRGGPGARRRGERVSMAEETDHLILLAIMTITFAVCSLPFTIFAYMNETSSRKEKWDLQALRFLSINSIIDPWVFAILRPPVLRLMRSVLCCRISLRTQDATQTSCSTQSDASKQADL
RBBP9 inhibitor: human RBBP9 inhibitors, primary screen, biochemical, fluorescence polarization, FP-Rh probe, HTS | 0.2% of 220,000 active | Serine hydrolase RBBP9 (Homo sapiens), O75884 | inhibition, % at 7.94 µM | recombinant RBBP9;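 active = inhibition above the campaign mean of all tested compounds plus 3 SD, cut at about 14% in these data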;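 also: plate controls were DMSO wells with RBBP9 for no effect and wells lacking RBBP9 protein for full effect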
Target sequence (O75884 whole entry, looked up): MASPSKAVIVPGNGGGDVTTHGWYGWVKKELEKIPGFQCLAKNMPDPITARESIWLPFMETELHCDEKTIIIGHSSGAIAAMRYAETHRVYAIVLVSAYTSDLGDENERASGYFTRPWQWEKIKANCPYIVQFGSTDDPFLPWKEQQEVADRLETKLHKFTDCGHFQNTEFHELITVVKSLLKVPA
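Material: RBBP9 protein. Amount: RBBP9 at 2.5 µM in dispensed solution, before mixing. Schedule: 30 min then 45 min, 25 °C. Medium: Tris buffer pH 8.0, NaCl, Pluronic. Measured by: fluorescence polarization. Measure: percent inhibition from mP, scaled between DMSO and no-protein wells. Replication: one well per compound.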
p97 ATPase inh: inhibitors of human p97 ATPase, primary screen, biochemical. AID 1481, 2009. 0.42% of 220,000 active. inhibition, % at 8 µM. recombinant p97 ATPase, Kinase-Glo ATP luminescence, 3 h. Transitional endoplasmic reticulum ATPase (Homo sapiens), P55072; in the data active = inhibition above about 15%;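 also: 0% = DMSO vehicle and 100% = wells lacking enzyme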
TbHK1 inh: Trypanosoma brucei hexokinase 1 inhibitors, primary screen, biochemical, G6PDH-coupled NADH absorbance, MLSCN library; hexokinase 1 [Trypanosoma brucei]; recombinant TbHK1, G6PDH-coupled NADH A340; inhibition, % at 10 µM; 0.11% of 220,000 active; AID 1430, 2008;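 active = inhibition of 50% or more in the single-dose primary screen; inactive = inhibition below 50%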
Ba/F3 V617F tox: reduced viability of JAK2V617F-dependent Ba/F3 cells, primary screen, JAK2V617F inhibitor project, cell-based, Ba/F3 EpoR-JAK2V617F, luminescence | inhibition, % at 5.6 µM | ATP luminescence | 1.1% of 220,000 active;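 active = inhibition above the campaign mean plus 3 SD over all tested compounds, cut at about 24% in these data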;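 also: cytokine-independent growth of Ba/F3 cells driven by EpoR plus mutant JAK2; 0% = DMSO-treated cells and 100% = JAK inhibitor I control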
NCF1 inh: p47phox/p22phox peptide binding inhibitors, primary screen, biochemical, uHTS, NADPH oxidase regulatory subunit. inhibition, % at 24.7 µM. fluorescence polarization, 2 h. 0.53% of 220,000 active. Neutrophil cytosol factor 1 (Homo sapiens), P14598;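 active = inhibition above about 30%, limit read from the data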;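 also: 0% = p47phox with labelled peptide and 100% = labelled peptide alone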
Target sequence (P14598 whole entry, looked up): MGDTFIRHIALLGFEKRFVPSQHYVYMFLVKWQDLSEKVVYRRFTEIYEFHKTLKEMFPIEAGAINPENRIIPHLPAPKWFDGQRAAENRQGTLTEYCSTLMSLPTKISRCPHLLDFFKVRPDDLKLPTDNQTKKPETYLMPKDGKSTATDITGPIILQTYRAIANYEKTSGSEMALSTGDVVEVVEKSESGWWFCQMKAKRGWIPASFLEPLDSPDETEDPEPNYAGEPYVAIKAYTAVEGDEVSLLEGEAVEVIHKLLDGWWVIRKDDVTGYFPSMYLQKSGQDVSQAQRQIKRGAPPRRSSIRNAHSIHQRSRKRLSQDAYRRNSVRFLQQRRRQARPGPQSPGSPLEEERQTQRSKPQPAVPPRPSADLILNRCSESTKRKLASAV
Numbers without * were called inactive; · = no result given; & = joins results of further samples; [ ] = dose if it differs, or a comment. These rows are one share of the data. The share of hits here may be higher or lower than overall.

molecule,BaF3 tox,PPC-1+TRAIL kill,Furin inhibitor,PGE2 EP2 inh,RBBP9 inhibitor,p97 ATPase inh,TbHK1 inh,Ba/F3 V617F tox,NCF1 inh
CC(C)C(NC(=O)C(NC(=O)C1O[C@@H]2OC(C)(C)O[C@@H]2[C@H]2OC(C)(C)O[C@@H]12)C(C)C)C(=O)O (stereo partly specified),5,20,-26,10,-4,1,-12,1,-5
COc1ccc(C2CC(=O)N3CN(c4ccc(C)c(Cl)c4)CSC3=C2C#N)cc1 (stereo unspecified),5,11,-11,7,-4,-8,-9,0,-10
COc1ccc(OC)c(-c2nnc(-c3ccc(C)o3)o2)c1,12,0,-39[20 µM],4,-8,-2,-21,6,-17
Cc1nc2ccc(NC(=O)Cc3ccsc3)cc2s1,4,7[5 µM],-1[20 µM],4,-12,-6,-3,3,-13
COc1ccc(C)c2sc(=NC(=O)c3cccc(N4C(=O)CCC4=O)c3)n(C)c12,1,12,-21,9,-2,-3,-55,4,1
O=C(CN1CCC(n2nnc3cc(F)ccc32)CC1)Nc1ccccc1N1CCOCC1,2,11,-23,6,6,2,-9,0,1
COCCCNC(=O)Cn1c(=O)n(CC(=O)NCCc2ccc(OC)c(OC)c2)c(=O)c2sccc21,0,13,-16,2,4,6,-1,-7,-6
CCOc1cccc(C2C(C#N)=C(N)Oc3cc(C)[nH]c(=O)c32)c1OCC (stereo unspecified),-1,5,-10,11,-1,4,-9,-4,-5
CNC(=S)N/N=C/C1=CCC2CC1C2(C)C (stereo unspecified),3,25,-37,14,-8,2,1,-3,-11
Cc1cc(=O)oc2cc(OCC(=O)NCc3cccnc3)ccc12,5,17,-16[20 µM],3,2,5,-6,-4,0
COc1ccc(-n2c(=S)[nH]c3c(oc4ccccc43)c2=O)cc1,-4,6,-13,12,-6,7,-6,-5,-8
Cc1ccc(NC(=O)c2cc(NC(=O)CCCC(=O)O)ccc2Cl)cc1Cl,8,26,-2,4,-4,4,-1,-1,2
Cn1ncc([N+](=O)[O-])c1C(=O)Nc1ccc(-c2nc3ccccc3[nH]2)cc1,4,8,7[20 µM],12,-2,-2,-21,8,-13
CCOc1ccc(NC(=O)CSc2nnc(C)n2CC2CCCO2)cc1 (stereo unspecified),5,-3,-8[20 µM],9,-11,-2,4,4,-11
COC(=O)c1ccc(Cn2nnc3ccccc32)cc1,0,0,-18,5,1,-1,-8,2,-2
Cc1cc(C(=O)N/N=C/c2cccc(OC(=O)c3ccco3)c2)n[nH]1,3,13,-26[20 µM],3,0,6,-2,1,-13
Cc1cccc(C)c1NC(=O)C(NC=O)c1ccc(N(C)C)cc1 (stereo unspecified),4,2,-12,11,1,3,-3,-2,-9
COC(=O)c1ccc2c(=O)n(CCO)c(=S)[nH]c2c1,12,12,-8[20 µM],·,-13,-3,-5,2,10
CC(=O)c1cccc(NC(=O)C(OC(=O)/C=C/c2ccc3c(c2)OCO3)c2ccccc2)c1 (stereo unspecified),2,2,-21[20 µM],7,-9,1,-33,-5,-57
COc1cc(-n2nc(C)c3c2OC(N)=C(C#N)C3c2ccccc2)c(Cl)c(Br)c1O (stereo unspecified),7,8,-17[20 µM],12,-1,9,4,-2,-129

2 entries from above, field by field.
CCOc1ccc(NC(=O)CSc2nnc(C)n2CC2CCCO2)cc1 (stereo unspecified)
- BaF3 tox: 5
- PPC-1+TRAIL kill: -3
- Furin inhibitor: -8[20 µM]
- PGE2 EP2 inh: 9
- RBBP9 inhibitor: -11
- p97 ATPase inh: -2
- TbHK1 inh: 4
- Ba/F3 V617F tox: 4
- NCF1 inh: -11
COC(=O)c1ccc(Cn2nnc3ccccc32)cc1
- BaF3 tox: 0
- PPC-1+TRAIL kill: 0
- Furin inhibitor: -18
- PGE2 EP2 inh: 5
- RBBP9 inhibitor: 1
- p97 ATPase inh: -1
- TbHK1 inh: -8
- Ba/F3 V617F tox: 2
- NCF1 inh: -2

(more compounds)
molecule,BaF3 tox,PPC-1+TRAIL kill,Furin inhibitor,PGE2 EP2 inh,RBBP9 inhibitor,p97 ATPase inh,TbHK1 inh,Ba/F3 V617F tox,NCF1 inh
Oc1csc(Cc2nc(-c3ccccc3F)cs2)n1,7,31,-20,7,4,1,-3,-2,-47
Cc1nnc(SCC(=O)NCC2CCCO2)n1-c1ccccc1 (stereo unspecified),-2,16,-21,2,11,4,1,-4,-7
Cc1cc(-n2c(SCC(=O)NCc3cccs3)nc3n[nH]c(C)c3c2=N)ccc1Cl,5,27,-9,10,-10,-4,-4,4,1
COc1ccccc1NS(=O)(=O)c1ccc(S(=O)(=O)N2CCOCC2)cc1,7,18,-26,8,-5,1,-6,2,-8
O=C(NNC1=NCCC1)c1cccc(S(=O)(=O)N2CCCCC2)c1,-3,0,-16,6,-4,9,-4,-4,7
COc1cc(C(=O)NCc2ccc(C(=O)NCC(OC)OC)cc2)cc(OC)c1OC,5,14,-14,10,-5,-3,8,3,-2
CCOC(=O)C1(CC2CCCCO2)CCN(Cc2ccccc2-c2ccco2)CC1 (stereo unspecified),6,11,-34,9,-6,2,0,-3,-15
C#CCNc1c(C)c(C)nc2ncnn12,2,21,-5[20 µM],6,2,4,-1,2,3
Cc1nn(C)c(C)c1CS(=O)(=O)c1ccccc1,0,7,-22,7,-5,-2,-1,-1,7
CCC(C)Sc1nc2c(c(=O)[nH]1)C(c1cccs1)C1=C(CCCC1=O)N2 (stereo unspecified),3,-14,-21,5,-1,5,-2,-7,-31
O=C(c1ccccc1)c1nc[nH]c1C(=O)Nc1ccccc1,7,5,-21,17,-5,5,0,0,-6
O=C(NCc1ccc2c(c1)OCO2)C1CC(c2ccc(Cl)c(Cl)c2)=NO1 (stereo unspecified),-1,26,-8[20 µM],12&12,-3,4,0,-4,2
CC1CN(S(=O)(=O)c2ccc(NC(=O)CCCN3C(=O)c4ccccc4C3=O)cc2)CC(C)O1 (stereo unspecified),5,16,8[20 µM],4,0,2,1,-2,-11
CC(=O)NN=C1CCC(c2ccccc2)CC1 (stereo unspecified),7,5,-35,7,-16,3,1,0,-9
O=C(Nc1nc(-c2ccccn2)cs1)c1ccc(Br)s1,5,16,-11[20 µM],18,3,2,-5,2,3
O=[N+]([O-])c1cccc(-c2nc(-c3ccccn3)no2)c1,0,25,-8,2,-1,2,-7,0,-7
COc1cc(C(=O)Nc2ccc(S(=O)(=O)NC(C)(C)C)cc2)cc(OC)c1OC,2,8,-9[20 µM],10,0,-2,-10,-2,0
O=c1c(=Nc2ccccc2O)c(=O)c2ccccc12,3,18,-17,8,-1,8,-23,0,-9
COc1ccc(CCNC(=S)Nc2cc(C)cc(C)c2)cc1,7,8,-4[20 µM],11,-8,-6,4,2,-5
CCOc1ccc2c(=O)c(Oc3ccccc3)c(C)oc2c1,2,22,-16[20 µM],·,-4,1,1,-1,-14
Cc1cccc(C(=O)NC2CCN(S(=O)(=O)c3ccccc3)CC2)c1,3,13,-1,11,-5,-3,5,0,-3
N#CC1=C(N)Oc2c(ccc3cccnc23)C1c1cccnc1 (stereo unspecified),7,9,-14,·,0,4,2,0,1
CCCOc1ccc(N2C(=O)CC(NCc3cccnc3)C2=O)cc1 (stereo unspecified),7,0,-36,8,-5,4,0,-4,4
O=C(COc1cccc(Br)c1)NN=C1c2ccccc2-c2ccccc21,7,14,-28,8,-5,2,-4,-3,68*
Cc1ccc(N(CN2C(=O)C3C4CCC(C4)C3C2=O)C(=O)c2ccco2)cc1 (stereo unspecified),-3,-3,-6,13,-4,3,4,-4,-7
Cc1cc(C)nc(Sc2ncnc3sc4c(c23)CCC4)n1,1,18,-7[20 µM],4,-3,-1,-14,-2,-18
Cc1nn(C)cc1NC(=O)c1nn(C)cc1[N+](=O)[O-],5,-10,-1,5,-1,2,-4,0,-2
CC(C)c1ccc(N(C(=O)c2cc3ccccc3oc2=O)C2C=CS(=O)(=O)C2)cc1 (stereo unspecified),2,14,6,7,2,5,-5,0,-10
COc1ccc(/C=C/c2nc(-c3ccccc3O)n(-c3ccccc3)n2)cc1,0,1,-26,2,-8,2,-9,-2,-16
C=CCNC(=O)/C(=C/c1cccc([N+](=O)[O-])c1)NC(=O)c1ccco1,0,6,-15,1,-6,3,-1,-4,-3
O=C(OCc1cncs1)c1cccs1,5,12,-7,4,-3,-3,1,3,-10
O=C1N(CN2CCN(c3cccc(Cl)c3)CC2)c2ccccc2C12OCCCO2,8,8,-19,11,3,4,-2,-2,-3
COc1ccc2[nH]cc(CCNS(=O)(=O)c3ccc(F)cc3)c2c1,5,15,-16,10,1,-4,7,4,5
CCN(CC)C(=O)C(=O)N/N=C/c1cccc(Br)c1,11,7,-11[20 µM],19,-2,-3,1,5,6
Nn1c(C2COc3ccccc3O2)n[nH]c1=S (stereo unspecified),0,-1,-25,15,1,7,1,0,-7
O=C(CSCc1ccccc1)N1CCN(c2ccc(F)cc2)CC1,-2,10,-10[20 µM],10,-5,0,-2,-4,-16
O=C(N/N=C/c1ccc(-c2ccc(Cl)c(C(=O)O)c2)o1)c1cc2c(ccc3ccccc32)o1,3,16,-12,22,2,5,-31,-2,-26
O=C(NNC(=O)c1cc(C(F)(F)F)cc(C(F)(F)F)c1)c1ccc(Cl)cc1,62*,-6,-6,4,-8,3,2,-4,1
O=C(NNc1ncnc2c1cnn2-c1ccccc1)c1ccco1,4,8,-26,5,-4,5,-5,-2,1
O=C(CN1CCN(Cc2ccc(F)cc2Cl)C1=O)NCc1cccs1,3,13,-24,5,-12,1,-1,-2,-3
Cn1c(SCc2ccc(Cl)cc2)nc(C(F)(F)F)cc1=O,1,19,-24[20 µM],4,-4,-2,-9,-1,-6
Cc1cc(C)nc(N(C#N)S(=O)(=O)c2ccccc2)n1,9,18,-3,10&15,4,-3,11,5,-6
S=C(NCCc1c[nH]c2ccccc12)NC1CC1,6,2,-6,14,1,6,-2,1,-2
Clc1ccc(-c2csc(-c3ccncc3)n2)cc1,11,12,-11,8&4,-1,-3,-1,5,3
COC(=O)c1ccc(N2CCN(C(=O)c3ccccc3)CC2)c(NC(C)=O)c1,6,12,-26,4,8,-2,-2,2,1
CCOc1ccccc1N1C(=O)CC(Nc2ccc(N3CCOCC3)cc2)C1=O (stereo unspecified),4,22,-19,17,0,2,-1,-3,-3
O=C(Nc1cccc(Cl)c1Cl)c1cc(S(=O)(=O)NCCc2ccccc2)ccc1F,6,-7,-16,7,-7,-2,4,-2,-7
CCC(CC)c1nn2c(N)c(/C=C3\C=Nc4ccccc43)c(=O)nc2s1,-3,-16,-28,4,5,1,-12,0,-18
Cc1ccc(-c2nnn(CC(=O)N3c4ccccc4CCc4ccccc43)n2)cc1,3,-10,-10[20 µM],·,-8,1,3,-3,-6
CCOC(=O)c1sc(C)nc1C1CCN(C(=O)OCC)CC1,4,13,-43,13,-1,3,-1,2,-6
CCOC(=O)c1[nH]c(C)c(C(=O)NC(C)CC)c1C (stereo unspecified),5,18,-22,6,-7,-3,-6,-1,-8

Screening results from PubChem.
